# Bioassay records as filed in PubChem.
# GLP1R cytotox = cytotoxicity counter-screen for GLP-1 receptor inverse agonists; HEK293 cAMP-luciferase reporter cells, luminescence, 24 h; Potency, µM (top dose mostly 38.3 µM), without a hit: at the top dose activity change, negative = inhibition, most hits filed as inhibitors; actives 0.13% (n = 410,000); AID 624418;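 also: loss of luciferase light is scored as toxicity; potency is read from the fitted curve at half-maximal effect; % is scaled to controls: 0 for no effect and ±100 for the full control effect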
#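 Step one: seed cells (200 cells/uL, DMEM with 10% Nu serum, 1% pen-strep). Step two: 12-hour incubation at 37 deg C. Step three: pin 23 nL compound, incubate 24 hr. Step four: add luciferase reagent, read luminescence 12 min later.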
# DRD3 antagonist = antagonists of human D3 dopamine receptor; P35462; D3R cells, DiscoveRx beta-arrestin luminescence, antagonist mode; hits give low values; max response, negative = inhibition, %; actives 2.5% (n = 360,000); AID 652054; in the data active = max response below about -50%; inconclusive = no clear call, values can overlap the other calls; also: % is scaled to controls: 0 for no effect and ±100 for the full control effect; mostly tested at two doses, the higher about 12 µM
#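 Cells plated overnight at 1500 cells/well, then exposed to library compounds with dopamine controls for 90 minutes at 37 degrees C. DiscoveRx reagent added for 30–60 minutes at room temperature; luminescence read, quantitative HTS format.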
# GLP1R inv ag = acts as inverse agonist at human GLP-1 receptor; P43220; HEK293 GLP-1R CRE-luciferase, luminescence, 24 h; GLP-1R form is constitutively active; Potency, µM (doses to about 38.3 µM), for inactives: top-dose activity change, negative = inhibition, usual class: inhibitors; actives 1.6% (n = 410,000); AID 624417; also: potency is read from the fitted curve at half-maximal effect; % is scaled to controls: 0 for no effect and ±100 for the full control effect; nearly all actives have a fitted effect of over 55% in size
# Target sequence (P43220 whole entry, looked up): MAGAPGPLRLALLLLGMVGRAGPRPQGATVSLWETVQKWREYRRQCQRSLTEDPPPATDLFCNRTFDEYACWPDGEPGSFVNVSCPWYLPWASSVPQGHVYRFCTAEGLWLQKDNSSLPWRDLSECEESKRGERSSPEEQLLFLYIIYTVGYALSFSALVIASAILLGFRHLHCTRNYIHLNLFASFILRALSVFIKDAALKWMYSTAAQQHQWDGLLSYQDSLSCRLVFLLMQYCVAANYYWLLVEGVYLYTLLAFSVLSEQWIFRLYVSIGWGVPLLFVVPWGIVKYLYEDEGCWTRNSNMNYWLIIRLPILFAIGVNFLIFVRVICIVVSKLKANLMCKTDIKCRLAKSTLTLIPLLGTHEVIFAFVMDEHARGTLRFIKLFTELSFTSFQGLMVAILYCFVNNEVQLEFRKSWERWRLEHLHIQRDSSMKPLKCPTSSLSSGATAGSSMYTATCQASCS
#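 Inverse agonists were sought by their lowering of basal cAMP reporter luciferase output in HEK293 cells stably carrying constitutively active human GLP-1R, after 24 h compound treatment.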
# GLP-1R agonist = GLP-1 receptor (human) agonism; actives 0.007% (n = 380,000); AID 624172; HEK293 GLP-1R CRE-luciferase, luminescence, 4-6 h; cells express a hypersensitive GLP-1R form; P43220; Potency, µM (top dose mostly 45.6 µM), for inactives: at the highest dose activation, usual class: activators; also: potency is read from the fitted curve at half-maximal effect; % of control where 0% means no effect
# DRD3 agonist = activates the human D3 dopamine receptor; AID 652048; D3R DiscoveRx beta-arrestin cells, luminescence, 90 min; max activation, %; actives 0.58% (n = 410,000); P35462; in the data active = max activation above about 30%; also: 0% is about no effect; mostly tested at two doses, the higher about 12 µM
#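 Agonist mode: compounds and dopamine controls were applied to plated cells for 90 min at 37 degrees C after an overnight attachment at 1500 cells/well. Luminescent read-out followed 30 - 60 minutes at room temperature with DiscoveRx detection reagent.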
# PTHR1 ag = agonists of human PTHR1 parathyroid hormone receptor | Q03431 | HEK293 GP2 PTHR1 cells, GloSensor cAMP luminescence, 1 h | Potency, µM (top dose mostly 115 µM), for the others: top-dose activation, usual class: activators | actives 0.075% (n = 410,000) | AID 743266; also: potency is read from the fitted curve at half-maximal effect; nearly all actives have a fitted effect of over 55% in size; some results filed as inactive show a strong effect at the top dose; inactives centre near -15; many of its hits are not listed in these tables
# Target sequence (Q03431 whole entry, looked up): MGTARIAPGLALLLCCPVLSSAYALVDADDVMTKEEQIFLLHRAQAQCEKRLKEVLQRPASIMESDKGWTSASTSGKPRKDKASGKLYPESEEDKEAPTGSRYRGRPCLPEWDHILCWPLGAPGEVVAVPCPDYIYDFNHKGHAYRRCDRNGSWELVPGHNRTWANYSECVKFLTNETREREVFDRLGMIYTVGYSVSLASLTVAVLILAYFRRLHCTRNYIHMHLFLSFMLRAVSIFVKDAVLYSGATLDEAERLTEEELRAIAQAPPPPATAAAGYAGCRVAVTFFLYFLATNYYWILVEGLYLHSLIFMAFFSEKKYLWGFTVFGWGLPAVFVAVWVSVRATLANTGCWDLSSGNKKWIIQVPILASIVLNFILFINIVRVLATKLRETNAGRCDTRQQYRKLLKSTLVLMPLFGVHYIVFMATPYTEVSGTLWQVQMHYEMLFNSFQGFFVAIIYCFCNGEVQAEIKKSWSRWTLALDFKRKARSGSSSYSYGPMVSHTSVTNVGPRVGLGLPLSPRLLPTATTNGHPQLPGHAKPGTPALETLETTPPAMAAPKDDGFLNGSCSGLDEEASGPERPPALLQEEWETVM
#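 HEK-293-derived GP2 cells expressing PTHR1 and a GloSensor cAMP reporter, 3,000/well, plated overnight, given luciferin plus IBMX (each 0.5 mM as added) for 1 h at 37 °C, then compound for 1 h at 37 °C. Luminescence was read after 15 min at room temperature.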
# KB-V1 MDR tox = kills drug-selected multidrug resistant KB-V1 cells | KB-V1 MDR cells viability, CellTiter-Glo, 72 h | Potency, µM (titrated, usually from 46.1 µM), for inactives: top-dose activity change, negative = cytotoxicity, most hits filed as cytotoxic | actives 3.4% (n = 400,000) | AID 1347076; also: potency is read from the fitted curve at half-maximal effect; % is scaled to controls: 0 for no effect and ±100 for the full control effect; nearly all actives have a fitted effect of over 60% in size
#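 Potencies derive from concentration-effect curves fitted to normalized luminescence (CellTiter-Glo) of KB-V1 cells treated for 72 h at 37 degrees C in phenol-red-free DMEM containing 10% FBS.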
# aSyn yeast inh = inhibitors of alpha-synuclein toxicity in yeast; Yeast expressing alpha-synuclein, growth rescue, BacTiter-Glo, 24 h; Potency, µM (doses to about 46.1 µM), for inactives: at the highest dose growth rescue (activation), hits mostly activators; actives 0.14% (n = 370,000); AID 652106; also: potency is read from the fitted curve at half-maximal effect; % of control where 0% means no effect; nearly all actives have a fitted effect of over 65% in size
#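 Rescue of yeast growth: cells expressing toxic alpha-synuclein, induced in galactose at OD600 0.02, incubated with compound 24 h at 30 C. ATP luminescence quantified growth; inhibitors of toxicity appear as activators.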
# TDP43 rescue = inhibitors of TDP-43 toxicity in yeast; TDP-43 expressing yeast growth rescue, BacTiter-Glo, 24 h; Potency, µM (top dose mostly 46.1 µM), for the others: top-dose growth rescue (activation), hits mostly activators; actives 1.8% (n = 410,000); also: potency is read from the fitted curve at half-maximal effect; % of control where 0% means no effect; nearly all actives have a fitted effect of over 50% in size
#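 Readout is BacTiter-Glo luminescence of cell growth, so inhibitors register as activators. TDP-43-expressing yeast at OD600=0.02 in galactose medium, after raffinose pregrowth to mid-log, were incubated with compound for 24 hr at 30 deg C.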
# Active calls of the source: *; i = inactive; ? = inconclusive; nt = not tested or not shown; & = joins results of further samples; [ ] = remark or other dose. Unless noted, calls follow the shape of the dose curve; as a rule, active = well fitted curve in the direction sought with a large enough effect; inconclusive = small, poorly fitted or top-dose-only effect, or another doubt; inactive = no such curve, though single readings can be large; an effect the other way counts as inactive or inconclusive. This is a subset; rates above refer to the full screens.
SMILES,GLP1R cytotox,DRD3 antagonist,GLP1R inv ag,GLP-1R agonist,DRD3 agonist,PTHR1 ag,KB-V1 MDR tox,aSyn yeast inh,TDP43 rescue
CCOC(=O)C1(c2ccccc2)CCN(CCC(=O)Nc2ccc(F)cc2)CC1,-14%,-10,?,-2%,-23,-94%[inhibitor],-22%,7%,-16%
Cc1ncc(CN2CCCC(C(=O)c3sccc3C)C2)s1 (configuration not stated),-8%,-7,-4%,4%,-15,i,-36%,1%,-5%
Cc1ccc(S(=O)(=O)CCSC(=N)N)cc1,?,-17,?,-3%,-7,i,-10%,7%,20%
CC1CCN(C(=O)COC(=O)c2cn(C)c3ccccc23)CC1,4%,-11,7%,5%,2,-56%[inhibitor],-15%,8%,-23%
CCN(CC)CCN=Cc1c(O)n(Cc2ccco2)c(=O)[nH]c1=O,6%,-21,16%,4%,2,i,-5%,-15%,-9%
CC/C(=N\Nc1ccccc1)c1c(O)n(-c2ccc(OC)cc2)c(=O)[nH]c1=O,-21%,-1,?,1%,-2,-30%,-2%,10%,4%
O=c1[nH]c2ccccc2n1C1CCN(Cc2ccc(-c3[nH]c4cc5ncnc5cc4nc3-c3ccccc3)cc2)CC1,-20%,-96*,?,3%,-16,i,?,-6%,-12%
CC(=O)Nc1cccc(-c2csc(C(O)c3cccc(Cl)c3)n2)c1 (configuration not stated),-1%,0,?,4%,14,i,-21%,5%,20%
C=C1N2CCC(CC2)C1(O)c1ccc(C)cc1 (configuration not stated),-11%,36,-5%,-11%,-1,i,7%,2%,0%
CCCC[N+]12CCC(CC1)C(C(=O)c1cccs1)C2 (configuration not stated),8%,0,-5%,-1%,-6,-7%[57.5 µM],3%,-6%,-12%
COc1ccc(NC(=O)C(=O)NNC(=O)C(C)Oc2ccc(Cl)cc2Cl)cc1 (configuration not stated),13%,-19,?,7%,7,-23%,-9%,2%,-13%
CCOc1ccc(NC(=O)c2cccn(Cc3cccc(Cl)c3)c2=O)cc1,2%,nt,9%,-2%,3,i,?,-2%,14%
N#CC(=C(O)c1ccc(S(=O)(=O)N(CCCl)CCCl)cc1)c1nc2ccccc2[nH]1,23%,1,0%,4%,-4,23%,?,-5%,-26%
COc1ccc(Cn2c(O)c(C=Nc3c(C)n(C)n(-c4ccccc4)c3=O)c(=O)[nH]c2=O)cc1,3%,-1,3%,-4%,6,i,-4%,-8%,-10%
Cc1cccc(-n2c(-c3ccc([N+](=O)[O-])cc3)nc3ccccc3c2=O)c1,-12%,5,-42%,9%,-2,i,12%,3%,4%

# An excerpt from above with just GLP1R cytotox:
compound	GLP1R cytotox
C=C1N2CCC(CC2)C1(O)c1ccc(C)cc1 (configuration not stated)	-11%
CCCC[N+]12CCC(CC1)C(C(=O)c1cccs1)C2 (configuration not stated)	8%

# The main list resumes with the 5 entries that preceded the break.
SMILES,GLP1R cytotox,DRD3 antagonist,GLP1R inv ag,GLP-1R agonist,DRD3 agonist,PTHR1 ag,KB-V1 MDR tox,aSyn yeast inh,TDP43 rescue
COc1ccc(NC(=O)C(=O)NNC(=O)C(C)Oc2ccc(Cl)cc2Cl)cc1 (configuration not stated),13%,-19,?,7%,7,-23%,-9%,2%,-13%
CCOc1ccc(NC(=O)c2cccn(Cc3cccc(Cl)c3)c2=O)cc1,2%,nt,9%,-2%,3,i,?,-2%,14%
N#CC(=C(O)c1ccc(S(=O)(=O)N(CCCl)CCCl)cc1)c1nc2ccccc2[nH]1,23%,1,0%,4%,-4,23%,?,-5%,-26%
COc1ccc(Cn2c(O)c(C=Nc3c(C)n(C)n(-c4ccccc4)c3=O)c(=O)[nH]c2=O)cc1,3%,-1,3%,-4%,6,i,-4%,-8%,-10%
Cc1cccc(-n2c(-c3ccc([N+](=O)[O-])cc3)nc3ccccc3c2=O)c1,-12%,5,-42%,9%,-2,i,12%,3%,4%
Cc1ccc(OC(=O)c2ccc(Br)o2)cc1,-1%,-4,2%,-21%,2,i,6%,-33%[inhibitor],-4%
CC1=C2[C@H]3OC(=O)[C@@H](C)[C@@H]3CC[C@@]2(C)C=CC1=O,-10%,-13,20%,9%,6&0,-4%,0%,1%,0%
CC(C)CCn1c(N)c(C(=O)NCc2cccs2)c2nc3ccccc3nc21,18%,-16,0%,1%,0,-20%,5%,3%,-6%
Cc1ccc(NCc2cccn2-c2nnc(N3CCC(C(=O)NCc4ccc(OC(C)C)cc4)CC3)s2)cc1,-16%,nt,10µM*,nt,7,-25%,nt,nt,22%
O=C(OCc1ccc(Cl)c(Cl)c1)c1ccccn1,2%,-12,-1%,?,14,i,27%,12%,11%
O=c1c2ccccc2nc(/C=C/c2ccc(O)cc2)n1-c1ccccc1O,75%[activator],6,?,-2%,1,i,0%,1%,5%
COc1ccc(C(=O)C2(C)N(O)C(C)C(c3cccs3)=[N+]2[O-])cc1 (configuration not stated),-1%,7,-7%,-6%,9,i,6%,2%,-4%
C=CCc1c(C)nc(C)nc1N/N=C/c1ccc(N(C)C)cc1,?,9,?,-2%,-4,-32%[inhibitor],0%,-3%,0%
Clc1cccc(N2Cc3cc(-c4ccccc4)ccc3-n3nncc3C2)c1,-22%,-23,-7%,-11%,-4,-18%,0%,?,20%
CCN1CCN(c2ccc(N)c(C)c2)CC1,-31%,?,-7%,3%,-11,-3%,-12%,2%,-16%
O=[N+]([O-])CCO,1%,23,2%,0%,9,-19%,-2%,-6%,0%
OC(Cn1c2ccccc2c2ccccc21)C[n+]1ccccc1 (configuration not stated),0%,-10,7%,-2%,-2,i,8%,8%,?
COc1ccc([N+](=O)[O-])c(S(=O)(=O)c2ccc(Cl)cc2)n1,10µM*,-95*,?,-9%,-10,-30%,-16%,-83%[inhibitor],-94%[inhibitor]
Cc1cccc(NC(=O)CN2CCN(C(=O)COc3cccc(Br)c3)CC2)c1C,1%,-9,?,2%,0,-13%,-25%,-4%[1.84 µM],12%
CCOC(=O)C1=C(N)Oc2cc(C)oc(=O)c2C12C(=O)N1c3c(cccc32)C(C)=CC1(C)C (configuration not stated),-5%,18,-27%,-5%,-14,-3%,3%,1%,-15%
N#CC(C#N)=NNc1ccc([N+](=O)[O-])cc1,?,?,2.2µM*,-10%,-10,-1%,0%,-65%[inhibitor],-76%[inhibitor]
COC(=O)C1=C(c2cccc(OCc3ccccc3)c2)C[C@@H]2CC[C@H]1N2C(=O)NCCOc1ccccc1Cl,-3%,-28,?,-4%,6,-37%[inhibitor],?,-3%,8%
CN1CC2=CC(O)CC3Oc4c(O)ccc(c4[C@]23C)C1 (some centres not stated),-11%,16,-17%,7%,-3,i,3%,3%,13%
C[N+]1(CC(COCc2ccccc2)OC(=O)Cc2ccccc2)CCOCC1 (configuration not stated),79%[activator],-25,16%,4%,-3,i,-10%,-2%,-2%
O=C1NCN(c2ccccc2)C12CCN(C(c1cccs1)c1nnnn1Cc1ccccc1)CC2 (configuration not stated),-14%,16,-24%,-7%,8,-30%[inhibitor],?,-5%,14%
CN1CCc2nc3sc(C(=O)NC4CC4)c(N)c3cc2C1,2%,20,22%,4%,8,-14%,7%,-10%,25%
CCOC(=O)[C@]12Cc3cc(C)ccc3[C@H]1N(C)C(=O)c1cc(OC)ccc12,?,?,?,-33%[inhibitor],-12,-90%[inhibitor],-16%,18%,?
Nc1ncc([N+](=O)[O-])s1,-20%,-19,3%,3%,1,-24%,7%,-3%,0%
Fc1cccc(F)c1CN1CCN(c2ccc(Cl)cc2)CC1,-11%,-16,2%,6%,-12,i,2%,5%,-7%
CCOC(=O)c1c(C)n(Cc2ccco2)c2ccc(OC)cc12,0%,30,?,12%,3,i,-1%,6%,14%
O=C(NCCCN1CCOCC1)C(Cl)(Cl)Cl,-1%,0,21%,-2%,-4,-19%,0%,6%,17%
Clc1ccc2c(N3CCNCC3)ccnc2c1,-2%,-14,-5%,-5%,-5,i,2%,2%,9%
O=c1cccc2n1CC1CNCC2C1 (configuration not stated),-4%,-6,0%,-3%,8,-28%,10%,-4%,22%
COC(=O)C1=C(c2ccccc2)C[C@@H]2CC[C@H]1N2C(=O)NCCS(C)=O (some centres not stated),6%,-19,16%,2%,1,i,?,-5%,11%
CCOc1cc2c(cc1OCC)-n1cccc1C(c1cc(C)c(OC)cc1C)NC2 (configuration not stated),?,-7,?,16%,-8,-21%,-2%,-6%,5%
CC(C)CCN1CCN(Cc2c(F)cccc2Cl)CC1CCO (configuration not stated),9%,-14,10%,0%,-2,i,-1%,-4%,-3%
Cc1cc2ccccc2n1-c1ccc(C(=O)N2CCC(C(=O)NCc3ccc(Cl)cc3)CC2)s1,-10%,nt,?,nt,-6,-65%[inhibitor],nt,nt,-3%
CCSc1cc(C2C(C#N)=C(N)Oc3n[nH]c(C)c32)c(C)o1 (configuration not stated),-19%,-12,-8%,-9%,4,i,?,-10%,1%

# An excerpt from above in order of length of the SMILES, high to low.
SMILES,GLP1R cytotox,DRD3 antagonist,GLP1R inv ag,GLP-1R agonist,DRD3 agonist,PTHR1 ag,KB-V1 MDR tox,aSyn yeast inh,TDP43 rescue
COC(=O)C1=C(c2cccc(OCc3ccccc3)c2)C[C@@H]2CC[C@H]1N2C(=O)NCCOc1ccccc1Cl,-3%,-28,?,-4%,6,-37%[inhibitor],?,-3%,8%
CCSc1cc(C2C(C#N)=C(N)Oc3n[nH]c(C)c32)c(C)o1 (configuration not stated),-19%,-12,-8%,-9%,4,i,?,-10%,1%
Clc1ccc2c(N3CCNCC3)ccnc2c1,-2%,-14,-5%,-5%,-5,i,2%,2%,9%
